# Source: PubChem BioAssay
# TRPC6 activator = mouse TRPC6 channel activators, primary screen, cell-based, HEK293, membrane potential dye | B-score at 10 µM | HEK293-TRPC6 membrane potential dye fluorescence; active compounds read high | 310,000 compounds, 0.13% hits | Short transient receptor potential channel 6 (Mus musculus), Q61143;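 active = B-score of the integrated fluorescence ratio above library mean plus 3 SD, and starting fluorescence ratio within library mean plus 5 SD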;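 note: higher score means more depolarization so channel activation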
# PolyA inhibitor = polyadenylation inhibitors in yeast reporter cells, primary screen, luminescence, S. cerevisiae. S. cerevisiae SKY197-pL101 polyadenylation reporter, beta-gal luminescence; efflux-impaired pdr1/pdr3 knockout yeast; score 100 = 6 SD above DMSO. calls only at 12 µM. 300,000 compounds, 0.02% hits;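 active = lowest replicate activity score at least 50, where 100 means six control SD above control mean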;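 note: yeast exposed to compound for 9 h at 30 °C; higher score means more reporter readthrough which indicates perturbed polyadenylation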
# TRPC4 block = inhibitors of mouse TRPC4 channel, primary screen, Fluo4 calcium, HEK293 TRPC4beta/mu-opioid cells | 300,000 compounds, 0.39% hits | Short transient receptor potential channel 4 (Mus musculus), Q9QUQ5 | DAMGO-evoked Fluo4 calcium flux; active compounds read low | AID 2247, 2010 | B-score at 10 µM;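 active = B-score over 3 SD under the library average, no early fluorescence shift, positive overall ratio signal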
#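 Assay system: HEK293 cells with stable TRPC4beta plus mu-opioid receptor expression. Dosing: single dose. Measured by: Fluo4 Ca2+ flux fluorescence. Also added: DAMGO in two steps, submaximal then maximal. Read-out: B score from integrated Fluo4 fluorescence ratio.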
# MrgX1 ag = agonists of human MrgX1 receptor, primary screen, HEK293 cells, Fluo-4 calcium flux; Mas-related G-protein coupled receptor member X1 (Homo sapiens), Q96LB2; Fluo-4 calcium fluorescence, agonist mode; active compounds read high; B-score at 10 µM; 310,000 compounds, 0.44% hits; AID 588627, 2011;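 active = calcium response B-score plate-corrected fluorescence ratio at least 3 library SD, with starting fluorescence B-score inside 5 SD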
# Target sequence (Q96LB2 whole entry, looked up): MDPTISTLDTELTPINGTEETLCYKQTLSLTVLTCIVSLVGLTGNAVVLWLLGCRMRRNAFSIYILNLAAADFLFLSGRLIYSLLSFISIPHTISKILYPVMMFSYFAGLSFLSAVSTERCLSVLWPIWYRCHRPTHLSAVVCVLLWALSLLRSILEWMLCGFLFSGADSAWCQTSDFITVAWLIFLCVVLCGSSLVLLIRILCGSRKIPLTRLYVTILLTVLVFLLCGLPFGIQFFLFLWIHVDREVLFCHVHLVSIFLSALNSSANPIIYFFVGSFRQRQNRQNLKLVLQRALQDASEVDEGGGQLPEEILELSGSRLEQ
#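 Material: MrgX1-expressing HEK293 cells / Dosing: compound as first of three additions / Incubation: overnight seeding, then 1 h dark dye loading / Signal: Fluo-4 NW calcium fluorescence / Evaluation: B-scored fluorescence response ratio / Benchmarks: positive and negative control wells on each plate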
# MrgX1 antag = antagonists of human MrgX1 receptor, primary screen, HEK293 cells, Fluo-4 calcium flux; AID 588676, 2011; Mas-related G-protein coupled receptor member X1 (Homo sapiens), Q96LB2; BAM8-22 antagonism; active compounds read low; 310,000 compounds, 1.3% hits; B-score at 10 µM;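 active = calcium-response B-score plate-corrected more than 3 library SD below zero, starting fluorescence within 5 deviations, no agonist response on first addition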;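 note: peak minus trough fluorescence over baseline after final BAM8-22 challenge near maximal dose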
# TRPC4 act = activators of mouse TRPC4 channel, primary screen, Fluo4 calcium, HEK293 TRPC4beta/mu-opioid cells; Fluo4 calcium fluorescence; active compounds read high; 310,000 compounds, 0.49% hits; Short transient receptor potential channel 4 (Mus musculus), Q9QUQ5; B-score at 10 µM;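 active = B-score above 5 SD of library B-scores, and initial fluorescence ratio not above library mean plus 5 SD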;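 note: positive B-score marks a calcium rise read as TRPC4 activation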
#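 Assay system: HEK293 stable line with TRPC4beta plus mu-opioid receptor. Times: dye 45 min RT, read 110 s. Measured by: kinetic Fluo4 calcium fluorescence. Measure: B score of integrated ratio. Controls: assay buffer as low control, maximal DAMGO as high control.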
# TRPC6 inh = mouse TRPC6 channel inhibitors, primary screen, cell-based, HEK293, membrane potential dye; Short transient receptor potential channel 6 (Mus musculus), Q61143; ACh-evoked depolarization; active compounds read low; B-score at 10 µM; 310,000 compounds, 1.1% hits; AID 2553, 2010;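 active = B-score under library mean minus 3 SD, initial fluorescence not abnormally high, positive integrated signal ratio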;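 note: B-score derived from integrated fluorescence ratio over the kinetic read; more negative B-score means stronger inhibition of depolarization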
# MrgX1 PAM = positive allosteric modulators of MrgX1, primary screen, HEK293 cells, Fluo-4 calcium flux | Mas-related G-protein coupled receptor member X1 (Homo sapiens), Q96LB2 | FDSS; active compounds read high | B-score at 10 µM | 310,000 compounds, 0.63% hits | AID 588675, 2011;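 active = plate-corrected calcium response at least 3 library SD above typical, normal starting fluorescence, not activating the receptor alone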;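 note: compound read alongside a low EC10 to EC30 dose of BAM8-22 agonist; peak minus trough fluorescence over baseline measured at the second addition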
# AI-2 QS mod = Vibrio harveyi AI-2 quorum sensing modulators, primary screen, JMH597 strain, luminescence/OD600 ratio; Vibrio harveyi JMH597 AI-2 luminescence/OD600 ratio, 9 h; active compounds read low; strain lacks LuxN and CqsS sensors; 0 = neutral-control median; activity change, % at 7.5 µM; 300,000 compounds, 0.4% hits; in the data active = activity change below about -75%, passing the limit was not always enough;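 note: luminescence divided by OD600 gain over 9 h not by final OD600 alone; inactives centre near 13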
# TRPC4 PAM = positive allosteric modulators of TRPC4, primary screen, cell-based, mouse TRPC4beta, HEK293 mu-opioid, Fluo-4 calcium. Short transient receptor potential channel 4 (Mus musculus), Q9QUQ5. DAMGO EC20, Fluo-4 Ca2+ flux; active compounds read high. B-score at 10 µM. 310,000 compounds, 0.42% hits. AID 2227, 2009;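 active = B-score of calcium response area above 5 SD of library B-scores, with initial fluorescence ratio within 5 SD of library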;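 note: B-score of integrated fluorescence ratio over time as area under calcium response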
# HIF activator = HIF pathway transcriptional activators, primary screen, cell-based, U2OS HRE-luciferase, luminescence; U2OS HRE-luciferase reporter; normalized: DMSO 0%, desferrioxamine 100%; activation, % at 7.5 µM (by protocol); 300,000 compounds, 0.32% hits;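 active = mean activation of at least 10% of the iron chelator positive control signal, with at least half of replicates also reaching 10%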
# * = called active by the depositor; i = inactive; . = no result given. A portion of the library, so the mix of outcomes need not match the whole.
smiles	TRPC4 block	TRPC6 inh	AI-2 QS mod	MrgX1 ag	MrgX1 PAM	HIF activator	TRPC6 activator	MrgX1 antag	PolyA inhibitor	TRPC4 PAM	TRPC4 act
Cc1ccccc1NC(=O)c1ccccc1N(C)S(=O)(=O)c1ccccc1	i	i	3.2	i	i	-0.2	i	i	i	i	i
CCOc1ccccc1NC(=O)CSc1nnc2c(CC)c(C)nc(N)n12	i	i	18.1	i	i	0.0	i	i	i	i	i
C/C(=C\c1ccccc1)CN1CCN(c2cccc(Cl)c2)CC1	i	i	-3.3	i	i	-0.1	i	i	i	i	i
CCCc1nc(SCC(N)=O)[nH]c(=O)c1CC	i	i	38.0	i	i	0.5	i	i	i	i	i
O=C(NCc1ccco1)c1ccc(COc2ccccc2[N+](=O)[O-])o1	i	i	-42.8	i	i	0.0	i	i	i	i	i
O=c1cc(-c2ccc([N+](=O)[O-])cc2)c2cc3c(cc2[nH]1)OCCO3	i	i	3.0	i	i	-0.7	i	i	i	i	i
COc1ccc(CCN(Cc2ccccn2)C(=S)Nc2cccc(C)c2)cc1OC	i	i	15.8	i	i	-0.6	i	i	i	i	i
c1ccc(OCCOc2ncnc3sccc23)cc1	i	i	-6.3	i	i	2.1	i	i	i	i	i
CC(CN1CCCC1)OC(=O)c1ccc(Br)cc1 (stereo unspecified)	i	i	24.2	i	i	-1.1	i	i	i	i	i
CC(C)(C)c1ccc(SCCc2ccccn2)cc1	i	i	9.2	i	i	2.5	i	i	i	i	i
O=C(Cn1cc(C(=O)c2cccs2)c2ccccc21)NCc1ccc2c(c1)OCO2	i	i	26.1	i	i	0.0	i	i	i	i	i
Cc1ccc(SCCNC(=S)Nc2ccccc2)cc1	i	i	-4.6	i	i	0.2	i	i	i	i	i
Cc1cc(NC(=O)CSc2nc3ccsc3c(=O)n2CCCCC(=O)O)no1	i	i	38.8	i	i	-0.3	i	i	i	i	i
CN(CCc1cn[nH]c1)C(=O)C1CCC(=O)N(CC2CCCCC2)C1 (stereo unspecified)	i	i	27.3	.	.	1.4	i	.	i	i	i
O=C(CNS(=O)(=O)c1ccccc1)OCC(=O)c1cccc([N+](=O)[O-])c1	i	i	14.9	i	i	-0.3	i	i	i	i	i
O=C(C[n+]1ccccc1)N/N=C/c1ccc(F)cc1	i	i	21.5	i	i	0.0	i	i	i	i	i
N/C(=N\OCc1ccc([N+](=O)[O-])cc1)c1ccccn1	i	i	10.7	i	i	-3.0	i	i	i	i	i
COc1ccc(CNC(=O)C(C)n2ccc3cc(S(=O)(=O)N4CCCCCC4)ccc32)cc1 (stereo unspecified)	i	i	0.2	i	i	0.1	i	i	i	i	i
O=C(/C=C/c1cccc(Oc2ccccc2)c1)N1CCOCC1	i	i	26.2	i	i	2.0	i	i	i	i	i
CCN(CC)S(=O)(=O)c1ccc(NN=c2c(=O)c3ccccc3c2=O)cc1	i	i	-1.7	i	i	-0.2	i	i	i	i	i
CCOc1ccc(C(C(=O)NCC2CCCO2)N(CCc2cccc(C)c2)C(=O)c2snc(C(N)=O)c2N)cc1 (stereo unspecified)	i	i	10.9	.	.	-0.9	i	.	i	i	i
CC1(C)CC(=O)c2cc(NC(=O)c3ccccc3)c(=O)oc2C1	i	i	32.3	i	i	0.9	i	i	i	i	i
CN1CCN(S(=O)(=O)c2ccc(NC(=O)c3ccco3)cc2)CC1	i	i	-4.1	i	i	0.8	i	i	i	i	i
O=[N+]([O-])c1cccc(N/N=C/c2cccc(O)c2O)c1	i	i	19.0	i	i	4.2	i	i	i	i	i
CC1CCc2cc(F)ccc2N1C(=O)CSc1nnc(-c2cccs2)n1C (stereo unspecified)	i	i	27.4	i	i	0.4	i	i	i	i	i
CC(=O)NC(=S)Nc1ccccc1C(=O)Nc1ccccc1	i	i	18.1	i	i	-0.8	i	i	i	i	i
Cc1ccc(SCC(=O)NC2CC3CCC(C2)N3C)cc1 (stereo unspecified)	i	i	20.7	i	i	0.3	i	i	i	i	i
O=C(O)COc1ccccc1/C=N/Nc1ccc(S(=O)(=O)Nc2ccc(Cl)cc2)cc1[N+](=O)[O-]	i	i	32.1	i	i	0.3	i	i	i	i	i
Cc1cc(NC(=O)CSc2nccn2-c2cccc(Cl)c2)no1	i	i	-1.5	i	i	0.1	i	i	i	i	i
O=C(c1cc2cc([N+](=O)[O-])ccc2oc1=O)N1CCN(c2ncccn2)CC1	i	i	25.1	i	i	-0.1	i	i	i	i	i
CCN(CC)S(=O)(=O)c1ccc(C(=O)NCc2ccc(C)cc2)cc1	i	i	-2.1	i	i	-0.2	i	i	i	i	i
CC(C)CC(=O)Nc1ccccc1N1CCN(C(=O)c2ccccc2)CC1	i	i	-7.1	i	i	-0.6	i	i	i	i	i
Cc1cccc(CN2C(=O)CSc3ccc(C(=O)NC4CC4)cc32)c1	i	i	-4.7	i	i	0.0	i	i	i	i	i
CCCCCCSc1cccc(-c2nc3ccc(C)cn3c2NCc2ccccc2)c1	i	i	17.9	i	i	1.2	i	i	i	i	i
CCOC(=O)C1=C(C)NC(=O)NC1c1cn(-c2ccccc2)nc1-c1cccs1 (stereo unspecified)	i	i	26.9	i	i	0.0	i	i	i	i	i
COc1ccc2[nH]cc(CCNC(=O)C3CCCCC3)c2c1	i	i	12.2	i	i	-0.8	i	i	.	i	i
CNC(=O)c1cccnc1Nc1cccc(C(F)(F)F)c1	i	i	1.9	i	i	0.5	i	i	i	i	i
O=C(CSc1nnc(-c2ccccc2)c(-c2ccccc2)n1)Nc1ccc(Br)cn1	i	i	20.9	i	i	-0.4	i	i	i	i	i
CCOc1ccccc1C(=O)NCC(=O)NCC(c1ccco1)N1CCCCC1 (stereo unspecified)	i	i	-14.0	i	i	-0.3	i	i	i	i	i
O=C(Nc1ccnn1C1CCN(Cc2c[nH]c3ccccc23)CC1)c1ccccc1	i	i	1.1	i	i	0.0	i	i	i	i	i
CC(C)n1c(=N)c(C(=O)NCCc2ccccc2)cc2c(=O)n3ccccc3nc21	i	-10.1*	16.3	i	i	1.0	i	i	i	i	i
CC(=O)N1CCN=C1SCc1cccc(Cl)c1	i	i	-13.4	i	i	-1.5	i	i	i	i	i
CCS(=O)(=O)N1CCCC(C(=O)NCCc2ccc(C)cc2)C1 (stereo unspecified)	i	i	25.1	i	i	-0.7	i	i	i	i	i
O=c1c2c(nc3n1CCS3)c1cc(F)ccc1n2Cc1cc(=O)n2cc(Cl)ccc2n1	i	i	7.4	i	i	-0.5	i	i	i	i	i
CC(C)Cc1nnc(NC(=O)CCC(=O)N2CCN(c3ccc(Cl)cc3)CC2)s1	i	i	23.3	i	i	0.1	i	i	i	i	i
Cc1nn2c(-c3ccncc3)nnc2c2ccccc12	i	i	25.7	i	i	.	i	i	.	i	i
CC1(C)NC(C(=O)O)Cc2c1[nH]c1ccccc21 (stereo unspecified)	i	i	1.4	i	i	-0.1	i	i	i	i	i
O=C(Cc1ccccc1Cl)NNC(=O)Nc1ccccc1	i	i	7.8	i	i	-0.4	i	i	i	i	i
CCCCC(=O)Nc1ccc(C(=O)NNC(=O)c2ccccc2Br)cc1	i	i	26.8	i	i	-0.2	i	i	.	i	i
CCOC(=O)c1ccc(NNC(C)=O)c([N+](=O)[O-])c1	i	i	10.0	i	i	-0.1	i	i	i	i	i
O=c1[nH]c(O)c(/C=C2\C=Nc3ccc(Br)cc32)[nH]1	i	i	29.9	i	i	0.9	i	i	i	i	i
CSCCC(NS(=O)(=O)c1ccc(C)cc1)C(=O)NCCc1c[nH]c2ccccc12 (stereo unspecified)	i	i	11.5	i	i	-0.1	i	i	i	i	i
CCc1ccc(Nc2ccc(S(=O)(=O)N3CCOCC3)cc2[N+](=O)[O-])cc1	i	i	26.8	i	i	-9.1	i	i	i	i	i
CCCC(=O)Nc1ccc(C(=O)NNC(=S)NC(=O)c2cccs2)cc1	i	i	-32.4	i	i	-0.4	i	i	i	i	i
CCC(=O)NCCCNc1nc2c(C)cccc2cc1C#N	i	i	13.5	i	i	-0.5	i	i	i	i	i
CCOC(=O)C(C)S(=O)(=O)c1ccc(C(F)(F)F)cn1 (stereo unspecified)	i	i	24.1	i	i	-0.1	i	i	i	i	i
CCc1ccc(Nc2ncc3c(n2)CC(c2ccc(OC)cc2)CC3=O)cc1 (stereo unspecified)	i	i	5.5	i	i	-0.1	i	i	i	i	i
O=C(O)CCNC(=O)/C(=C/C=C/c1ccccc1)NC(=O)c1ccccc1	i	i	6.4	i	i	0.2	i	i	i	i	i
Cc1ccc(S(=O)(=O)n2c([N+](=O)[O-])cnc2C)c(C)c1C	i	i	8.4	i	i	-0.1	i	i	i	i	i
COc1cccc(NC(=O)CCc2nc(-c3cccs3)no2)c1	i	i	-19.7	i	i	-0.1	i	i	i	i	i
O=C(N/N=C\C=C\c1ccc2c(c1)OCO2)C1COc2ccccc2O1 (stereo unspecified)	i	i	4.8	i	i	-0.1	i	i	i	i	i
CCn1cc(C(=O)NC2CC(C)(C)Cc3c2cnn3-c2cccc(F)c2)cn1 (stereo unspecified)	i	i	3.9	i	i	0.0	i	i	i	i	i
